697 NFkB inh: inhibitors of PMA/ionomycin-induced NF-kB reporter, 697 cells, primary screen, B-cell NF-kB inhibitor project, cell-based, luminescence, uHTS; 697 B-cell NF-kB luciferase reporter, 16 h; inhibition, % at 4 µM; 0.33% of 330,000 active; in the data active = inhibition above about 35%
CXCR6 block: CXCR6 receptor inhibitors, primary screen, cell-based, beta-arrestin, luminescence, CHO-K1 PathHunter, 1536-well; C-X-C chemokine receptor type 6 (Homo sapiens), O00574; inhibition, % at 20 µM; 0.36% of 360,000 active; AID 602244, 2012; in the data active = inhibition above about 34%, passing the limit was not always enough;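 also: antagonist mode with CXCL16 agonist at 10 nM final; 0% = 10 nM CXCL16 with DMSO and 100% = unstimulated wells without agonist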
Target sequence (O00574 whole entry, looked up): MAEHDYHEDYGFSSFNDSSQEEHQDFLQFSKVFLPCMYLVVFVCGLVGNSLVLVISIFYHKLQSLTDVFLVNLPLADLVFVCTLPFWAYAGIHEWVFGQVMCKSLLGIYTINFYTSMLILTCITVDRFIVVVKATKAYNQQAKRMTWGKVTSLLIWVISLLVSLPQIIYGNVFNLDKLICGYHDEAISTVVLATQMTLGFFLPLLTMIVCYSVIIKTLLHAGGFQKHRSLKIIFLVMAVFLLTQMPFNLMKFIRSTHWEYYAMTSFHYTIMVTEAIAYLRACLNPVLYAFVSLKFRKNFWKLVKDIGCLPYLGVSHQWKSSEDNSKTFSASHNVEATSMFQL
APJ antagonist: antagonists of human apelin receptor APJ, primary screen, CHO-K1 cells, beta-arrestin complementation, luminescence | inhibition, % at 20 µM | 0.32% of 330,000 active;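 active = inhibition above about 40% at 20 µM, limit read from the data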;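 also: cells challenged with 10 nM apelin-13 agonist together with compound; plate controls were apelin-13 plus DMSO wells for no effect and DMSO wells lacking apelin-13 for full effect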
Target sequence (P35414 whole entry, looked up): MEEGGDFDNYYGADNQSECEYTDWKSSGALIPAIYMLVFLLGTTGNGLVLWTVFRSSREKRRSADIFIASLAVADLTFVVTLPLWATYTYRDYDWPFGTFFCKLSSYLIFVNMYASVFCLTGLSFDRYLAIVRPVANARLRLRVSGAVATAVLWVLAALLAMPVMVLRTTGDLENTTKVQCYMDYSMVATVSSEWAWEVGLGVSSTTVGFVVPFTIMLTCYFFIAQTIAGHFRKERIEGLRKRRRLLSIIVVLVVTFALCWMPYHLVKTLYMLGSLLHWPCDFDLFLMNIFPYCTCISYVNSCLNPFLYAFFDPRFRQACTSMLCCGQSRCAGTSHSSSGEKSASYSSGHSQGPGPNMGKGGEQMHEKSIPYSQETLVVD
UBC13 polyUb: UBC13 polyubiquitin chain formation inhibitors, primary screen, biochemical, TR-FRET, uHTS. Ubiquitin-conjugating enzyme E2 N (Homo sapiens), P61088. inhibition, % at 20 µM. 0.47% of 330,000 active; in the data active = inhibition above about 45%, passing the limit was not always enough
Gli-Sufu block: Gli-Sufu pathway antagonists, primary screen, luciferase luminescence, Sufu-KO-LIGHT cells, uHTS. inhibition, % at 5 µM. 0.74% of 340,000 active. Sufu-KO-LIGHT fibroblasts, Gli luciferase reporter luminescence;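 active = inhibition above about 55%, limit read from the data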;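 also: 0% = DMSO-treated cells and 100% = wells with medium but no cells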
EBI2 antag: EBI2 receptor antagonists, beta-arrestin recruitment, primary screen, cell-based, luminescence, 7a,25-OHC stimulation, uHTS. 0.81% of 360,000 active. AID 651636, 2012. 7a,25-OHC stimulated. inhibition, % at 5 µM. G-protein coupled receptor 183 (Homo sapiens), P32249; in the data active = inhibition above about 38%;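 also: enzyme fragment complementation signal reports receptor beta-arrestin coupling in cells; 0% = agonist plus DMSO wells and 100% = wells without agonist; some results beyond the cut were filed as inactive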
Target sequence (P32249 whole entry, looked up, the tested form may be a part): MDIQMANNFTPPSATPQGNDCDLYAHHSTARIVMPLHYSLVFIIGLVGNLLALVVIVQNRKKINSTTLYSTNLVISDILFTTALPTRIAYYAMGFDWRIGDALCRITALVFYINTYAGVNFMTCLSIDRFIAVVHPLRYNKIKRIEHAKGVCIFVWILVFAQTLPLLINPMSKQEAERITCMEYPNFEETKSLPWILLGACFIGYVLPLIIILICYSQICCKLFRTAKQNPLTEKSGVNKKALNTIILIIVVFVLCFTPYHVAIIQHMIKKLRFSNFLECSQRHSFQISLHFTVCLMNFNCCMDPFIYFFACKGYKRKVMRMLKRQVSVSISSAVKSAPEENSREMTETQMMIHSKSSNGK
CCR6 antagonist: CCR6 receptor antagonists, primary screen, cell-based, CHO-K1, luminescence, beta-arrestin, uHTS; AID 493098, 2011; inhibition, % at 20 µM; C-C chemokine receptor type 6 (Homo sapiens), P51684; 0.49% of 340,000 active; CHO-K1 CCR6 PathHunter beta-arrestin, CCL20-stimulated;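 active = compounds whose inhibition of the agonist-driven luminescence signal at 20 µM reaches about 50%, limit read from the data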;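 also: cells stimulated with CCL20 at 14 nM final; plate controls were DMSO with CCL20 for no effect and DMSO without agonist for full effect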
Jurkat NFkB inh: inhibitors of induced NF-kB luciferase reporter, primary screen, TCR NF-kB activation inhibitor project, cell-based, luminescence, uHTS. 0.53% of 330,000 active. inhibition, % at 4 µM. AID 435003, 2010. Jurkat, PMA/ionomycin-induced NF-kB luciferase reporter; in the data active = inhibition above about 50%
Numbers without * were called inactive.

Start of the data: the first 2 compounds, ahead of the listing:
For CCC1CCCCN1CCCNC(=O)c1csc2c1CCCCC2 (stereo unspecified) the results were 697 NFkB inh 11, CXCR6 block 3, APJ antagonist 8, UBC13 polyUb 10, Gli-Sufu block 21, EBI2 antag 1, CCR6 antagonist 9 and Jurkat NFkB inh 3.
Brc1ccc(C2Nc3cccc4cccc(c34)N2)s1 was read as CXCR6 block 2, Gli-Sufu block 3, EBI2 antag 3 and CCR6 antagonist 32.

This part in full, repeating the preview:
For CCC1CCCCN1CCCNC(=O)c1csc2c1CCCCC2 (stereo unspecified) the results were 697 NFkB inh 11, CXCR6 block 3, APJ antagonist 8, UBC13 polyUb 10, Gli-Sufu block 21, EBI2 antag 1, CCR6 antagonist 9 and Jurkat NFkB inh 3.
Brc1ccc(C2Nc3cccc4cccc(c34)N2)s1 was read as CXCR6 block 2, Gli-Sufu block 3, EBI2 antag 3 and CCR6 antagonist 32.
CCN1CCCC1CNC(=O)CSCc1nc(-c2ccccc2C)oc1C (stereo unspecified) was read as 697 NFkB inh 19, CXCR6 block -1, APJ antagonist 16, UBC13 polyUb 14, Gli-Sufu block 14, EBI2 antag -7, CCR6 antagonist 8 and Jurkat NFkB inh -4.
`CCOc1ccc(OCc2ccc(C(=O)Nc3ccc(Cl)cn3)o2)cc1` gave 697 NFkB inh -103, CXCR6 block 1, APJ antagonist -6, UBC13 polyUb 5, Gli-Sufu block -46, EBI2 antag -6, CCR6 antagonist 14 and Jurkat NFkB inh 8.
Screening O=C(NCCc1ccccn1)c1cc(-c2ccc(Cl)c(Cl)c2Cl)nc2ccccc12 returned 697 NFkB inh -2, CXCR6 block 15, APJ antagonist 21, UBC13 polyUb 8, Gli-Sufu block 18, EBI2 antag 18, CCR6 antagonist 25 and Jurkat NFkB inh -6.
`COc1cc(C(=O)NCC(=O)N/N=C/c2ccccn2)cc(OC)c1OC` gave 697 NFkB inh 13, CXCR6 block 5, APJ antagonist 0, UBC13 polyUb -9, Gli-Sufu block -4, EBI2 antag -15, CCR6 antagonist 17 and Jurkat NFkB inh 7.
O=C(NP(=O)(N1CCOCC1)N1CCOCC1)C1=C(N2CCOCC2)/C(=C\c2ccccc2)CC1 was read as 697 NFkB inh -5, CXCR6 block 6, APJ antagonist -2, UBC13 polyUb 8, Gli-Sufu block -3, EBI2 antag -4, CCR6 antagonist -4 and Jurkat NFkB inh -17.
`O=C(c1ccccc1)c1nc2c(n1O)CCCCC2` gave 697 NFkB inh -19, CXCR6 block -7, APJ antagonist 7, UBC13 polyUb 10, Gli-Sufu block -19, EBI2 antag -12, CCR6 antagonist -18 and Jurkat NFkB inh -15.
NC(=O)c1c(NC(=O)c2cccs2)sc2c1CCCCCC2 was read as 697 NFkB inh -115, CXCR6 block 3, APJ antagonist 14, UBC13 polyUb 8, Gli-Sufu block -54, EBI2 antag -3, CCR6 antagonist 10 and Jurkat NFkB inh -68.
`CCn1c(SCC(=O)NCc2ccc3c(c2)OCO3)nnc1-c1ccncc1` gave 697 NFkB inh -6, CXCR6 block 0, APJ antagonist 11, UBC13 polyUb -5, Gli-Sufu block -6, EBI2 antag 6, CCR6 antagonist 13 and Jurkat NFkB inh -1.
For COCCN1C(=O)c2[nH]nc(-c3ccccc3O)c2C1c1ccc(OC)cc1 (stereo unspecified) the results were 697 NFkB inh 9, CXCR6 block 2, APJ antagonist 2, UBC13 polyUb -8, Gli-Sufu block -1, EBI2 antag 11, CCR6 antagonist 9 and Jurkat NFkB inh -3.
Screening COc1ccc(CC(=O)Nc2ccc(S(=O)(=O)Nc3ncccn3)cc2)cc1 returned 697 NFkB inh -17, CXCR6 block -8, APJ antagonist -31, UBC13 polyUb -12, Gli-Sufu block 5, EBI2 antag 11, CCR6 antagonist 3 and Jurkat NFkB inh -7.
`CCOC(=O)c1ccc(NC(=S)N2CCC(C(N)=O)(N3CCCCC3)CC2)cc1` gave 697 NFkB inh -3, CXCR6 block 6, APJ antagonist 4, UBC13 polyUb -6, Gli-Sufu block 27, EBI2 antag -6, CCR6 antagonist -11 and Jurkat NFkB inh 17.
Screening O=C1CCCc2c1cc(C(=O)Nc1ccc(Br)cn1)c(=O)n2-c1ccccc1 returned 697 NFkB inh 8, CXCR6 block -2, APJ antagonist 2, UBC13 polyUb -16, Gli-Sufu block -2, EBI2 antag -5, CCR6 antagonist -9 and Jurkat NFkB inh 0.
Cn1nnnc1SCC(=O)Nc1ccccn1 was read as 697 NFkB inh 6, CXCR6 block 5, APJ antagonist -16, UBC13 polyUb -10, Gli-Sufu block 3, EBI2 antag -2, CCR6 antagonist 16 and Jurkat NFkB inh -6.
`O=C(Nn1cnnc1)c1ccncc1` gave 697 NFkB inh -10, CXCR6 block -4, APJ antagonist 8, UBC13 polyUb -5, Gli-Sufu block -2, EBI2 antag 0, CCR6 antagonist 5 and Jurkat NFkB inh -14.
Screening Cc1sc2ncnc(SCC(=O)Nc3ccc(CN4CCCC4)cc3)c2c1C returned 697 NFkB inh 6, CXCR6 block -4, APJ antagonist -48, UBC13 polyUb 26, Gli-Sufu block 11, EBI2 antag 0, CCR6 antagonist 30 and Jurkat NFkB inh 0.
`COC(=O)c1sc2nc(SCc3cccc(F)c3)n(N)c(=O)c2c1C` gave 697 NFkB inh 9, CXCR6 block 11, APJ antagonist 18, UBC13 polyUb 9, Gli-Sufu block 2, EBI2 antag 0, CCR6 antagonist 3 and Jurkat NFkB inh 8.
Screening CC1=C(C(=O)Nc2ccccc2)C(c2ccc3c(c2)OCO3)C2=C(CCCC2=O)N1 (stereo unspecified) returned 697 NFkB inh 21, CXCR6 block -3, APJ antagonist 2, UBC13 polyUb 4, Gli-Sufu block -2, EBI2 antag -15, CCR6 antagonist 1 and Jurkat NFkB inh -10.
Screening COC(=O)CSc1nc(C)c(C)c(C)c1C(N)=O returned 697 NFkB inh 0, CXCR6 block -10, APJ antagonist 14, UBC13 polyUb -2, Gli-Sufu block 3, EBI2 antag -5, CCR6 antagonist 5 and Jurkat NFkB inh -2.
For CCOc1ccccc1NC(=O)C1=C(C)NC(=S)NC1c1cccs1 (stereo unspecified) the results were CXCR6 block 2, Gli-Sufu block 5, EBI2 antag -4 and CCR6 antagonist 6.
COc1ccc(NC(=O)CN(c2ccccc2F)S(=O)(=O)c2ccc(C)cc2)cc1 was read as 697 NFkB inh -8, CXCR6 block 6, APJ antagonist 18, UBC13 polyUb 5, Gli-Sufu block 2, EBI2 antag -2, CCR6 antagonist 10 and Jurkat NFkB inh -2.
For Cc1nn(Cc2ccc(F)cc2)c(C)c1NC(=O)CCCn1nc([N+](=O)[O-])cc1C the results were 697 NFkB inh 9, CXCR6 block -2, APJ antagonist 2, UBC13 polyUb -6, Gli-Sufu block 3, EBI2 antag -4, CCR6 antagonist 12 and Jurkat NFkB inh -15.
Cc1ccc(C)c2[nH]c(=O)c(CCNC(=O)C(C)(C)C)cc12 was read as 697 NFkB inh -1, CXCR6 block 5, APJ antagonist -65, UBC13 polyUb -5, Gli-Sufu block -1, EBI2 antag -1, CCR6 antagonist -4 and Jurkat NFkB inh -1.
`O=C(CN1CCCc2ccccc21)Nc1ccc(F)cc1[N+](=O)[O-]` gave 697 NFkB inh 15, CXCR6 block -17, APJ antagonist -30, UBC13 polyUb 3, Gli-Sufu block 3, EBI2 antag 3, CCR6 antagonist -15 and Jurkat NFkB inh 2.
`COc1cc(-c2nc3ccccn3c2/N=C/c2cccc(F)c2)ccc1O` gave 697 NFkB inh -36, CXCR6 block 4, APJ antagonist -6, UBC13 polyUb -2, Gli-Sufu block -11, EBI2 antag 6, CCR6 antagonist 19 and Jurkat NFkB inh 4.
Screening COCCN1CCN(C(=O)c2cc(COc3cc(C)ccc3C)on2)CC1 returned 697 NFkB inh -99, CXCR6 block -8, APJ antagonist 14, UBC13 polyUb 3, Gli-Sufu block -4, EBI2 antag -7, CCR6 antagonist 2 and Jurkat NFkB inh -56.
COc1ccc(OC(=O)C(C)N2C(=O)c3ccccc3C2=O)cc1 (stereo unspecified) was read as 697 NFkB inh 1, CXCR6 block 6, APJ antagonist 5, UBC13 polyUb -6, Gli-Sufu block 4, EBI2 antag -8, CCR6 antagonist 16 and Jurkat NFkB inh -2.
Screening CC(=O)Nc1ccc(NC(=O)c2ccc(COc3ccc4c(C)cc(=O)oc4c3)cc2)cc1 returned 697 NFkB inh -23, APJ antagonist 4, UBC13 polyUb -13 and Jurkat NFkB inh 3.
Screening COc1ccc(C(=O)NCCCN2CCOCC2)cc1Br returned 697 NFkB inh -1, CXCR6 block -8, APJ antagonist 10, UBC13 polyUb -5, Gli-Sufu block 2, EBI2 antag 7, CCR6 antagonist 15 and Jurkat NFkB inh 0.
`CCOc1ncccc1C(=O)OCC(=O)NC(=O)c1ccccc1` gave 697 NFkB inh -6, CXCR6 block -8, APJ antagonist 2, UBC13 polyUb -9, Gli-Sufu block 2, EBI2 antag -8, CCR6 antagonist 0 and Jurkat NFkB inh 5.
For CCOC(=O)c1cc(CC)sc1NC(=O)COC(=O)c1ccccn1 the results were 697 NFkB inh 8, CXCR6 block 7, APJ antagonist 5, UBC13 polyUb 3, Gli-Sufu block -16, EBI2 antag -10, CCR6 antagonist 22 and Jurkat NFkB inh -8.
Screening Cc1cc(C)n2cc(COc3ccccc3)nc2n1 returned 697 NFkB inh -17, CXCR6 block -5, APJ antagonist -6, UBC13 polyUb 12, Gli-Sufu block 15, EBI2 antag -8, CCR6 antagonist -9 and Jurkat NFkB inh 13.
Screening COc1cc(C)ccc1OCc1cc(C(=O)NCCN2CCCC(O)C2)no1 (stereo unspecified) returned 697 NFkB inh -35, CXCR6 block -14, APJ antagonist -2, UBC13 polyUb 5, Gli-Sufu block 0, EBI2 antag -11, CCR6 antagonist -8 and Jurkat NFkB inh 15.
For Cc1cc(SCc2cccc(Cl)c2)nc(=O)[nH]1 the results were 697 NFkB inh -15, CXCR6 block 0, APJ antagonist 12, UBC13 polyUb -3, Gli-Sufu block -20, EBI2 antag 0, CCR6 antagonist 7 and Jurkat NFkB inh -10.
`COc1ccc(Cc2nnc(NC(=O)Nc3cccc(OC)c3)s2)cc1` gave 697 NFkB inh -2, CXCR6 block -7, APJ antagonist 8, UBC13 polyUb 2, Gli-Sufu block -4, EBI2 antag 15, CCR6 antagonist 9 and Jurkat NFkB inh 10.
Cc1ccc(NC(=O)CSc2nnc(Cc3csc(C)n3)o2)c(C)c1 was read as 697 NFkB inh 18, CXCR6 block 7, APJ antagonist 11, UBC13 polyUb -4, Gli-Sufu block -14, EBI2 antag -6, CCR6 antagonist 1 and Jurkat NFkB inh 12.
Cc1occc1-c1nnc(SCC(=O)N2CCN(c3ccc(F)cc3)CC2)n1C was read as 697 NFkB inh -6, CXCR6 block 1, APJ antagonist 10, UBC13 polyUb -4, Gli-Sufu block 2, EBI2 antag 0, CCR6 antagonist -4 and Jurkat NFkB inh 18.
Screening CCN1CCN(CCNC(=O)c2ccc3c(c2)NC(=O)/C(=C\c2ccc(OC)c(OC)c2)S3)CC1 returned 697 NFkB inh -63, CXCR6 block 2, APJ antagonist 12, UBC13 polyUb 16, Gli-Sufu block 14, EBI2 antag -5, CCR6 antagonist 13 and Jurkat NFkB inh -66.
For N#Cc1ccc(CN2CCN(C(=O)c3cn(Cc4ccccc4)nc3-c3cccnc3)CC2)cc1 the results were 697 NFkB inh 5, CXCR6 block 1, APJ antagonist -2, UBC13 polyUb 11, Gli-Sufu block -8, EBI2 antag -7, CCR6 antagonist 0 and Jurkat NFkB inh -11.
COc1cccc(COC(=O)c2ccc3c(=O)n4c(nc3c2)CCC4)c1OC was read as 697 NFkB inh 1, CXCR6 block -3, APJ antagonist 13, UBC13 polyUb -1, Gli-Sufu block -9, EBI2 antag -1, CCR6 antagonist 5 and Jurkat NFkB inh -1.

From PubChem BioAssay
